# Source: PubChem BioAssay
# NS3h inh CB: HCV NS3 helicase inhibitors, primary screen, biochemical, fluorescence polarization, ChemBridge library; Hepatitis C virus NS3 helicase; NS3h Cy5-dT15 DNA binding; inhibition, % at 100 µM; hit rate 1.6% among 16,000; AID 687043, 2013;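 active = inhibition above the average over every tested compound plus 3 SD, cut at about 40% in these data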
# Cy5 interf NS3h: Cy5 fluorescence quenchers or enhancers, artefact control for HCV NS3 helicase inhibitor project, biochemical, ChemBridge library, Cy5 readout. Cy5-dT15 DNA with NS3h, fluorescence interference; actives lie on both sides; signal over control mean, under 1 quenches. fluorescence interference ratio at 100 µM. hit rate 6% among 16,000;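 active = compound fluorescence over control fluorescence at most 0.8, a quencher, or at least a set upper limit, an enhancer; inactive = ratio between 0.8 and the set upper limit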
# Numbers without * were called inactive.
SMILES,NS3h inh CB,Cy5 interf NS3h
O=C1CC(N2CCN(C(c3ccccc3)c3ccccc3)CC2)C(=O)N1c1ccc(S(=O)(=O)N2CCOCC2)cc1 (stereo not drawn),1.4,1.03
CCOc1ccc2oc(=O)cc(C)c2c1,-2.5,1.01
O=C(/C=C/c1ccc(-c2cccc([N+](=O)[O-])c2)o1)c1ccco1,29.2,1.05
O=C1C(=C2c3ccccc3C(=O)C2C2c3ccccc3Oc3ccccc32)C(=O)c2ccccc21 (stereo not drawn),-2.5,0.796*
Nc1ccc2c(c1)C(=O)N(c1ccccc1)C2=O,18.7,1.06
CC(C)COc1ccc(/C=C2\SC(=S)NC2=O)cc1,34.4,0.891
Clc1cccc(N2CCN(c3ncnc4c3cnn4-c3ccccc3)CC2)c1,1.4,0.957
Cc1ccc(C(=O)Oc2ccc(NS(=O)(=O)c3cc(C)ccc3C)cc2)cc1,11.9,0.943
COc1ccc(N/C(C)=C/C(=O)c2ccc(Cl)cc2)c(OC)c1,13.4,0.961
COc1ccc(N(CC(O)CN(Cc2ccccc2)Cc2ccccc2)S(=O)(=O)c2ccc(C)cc2)cc1 (stereo not drawn),9.9,0.958
C=CCNC(=O)C1CC(=O)N(c2ccc(CC)cc2)C1 (stereo not drawn),0.3,0.995
Cc1c(NC(=O)c2ccc3c4c(cccc24)CC3)c(=O)n(-c2ccccc2)n1C,1.8,1.03
O=C(NCc1ccco1)c1cnn2c(-c3ccccc3)cc(-c3ccccc3)nc12,15.9,0.975
Cn1cnc([N+](=O)[O-])c1Sc1nccc(Nc2ccccc2)c1C#N,16.4,1.19
CC(=O)Oc1ccc(-c2cccc(C(=O)NCCCO)c2)cc1,6.1,1.01

# Molecules from the list above with nitrogen in an aromatic ring:
SMILES,NS3h inh CB,Cy5 interf NS3h
Clc1cccc(N2CCN(c3ncnc4c3cnn4-c3ccccc3)CC2)c1,1.4,0.957
Cc1c(NC(=O)c2ccc3c4c(cccc24)CC3)c(=O)n(-c2ccccc2)n1C,1.8,1.03
O=C(NCc1ccco1)c1cnn2c(-c3ccccc3)cc(-c3ccccc3)nc12,15.9,0.975
Cn1cnc([N+](=O)[O-])c1Sc1nccc(Nc2ccccc2)c1C#N,16.4,1.19

# Following part:
SMILES,NS3h inh CB,Cy5 interf NS3h
NC(=O)c1ccccc1NC(=O)c1ccc(I)cc1,4.5,1.09
Cc1ccc2oc(Nc3nc(C)cc(=O)[nH]3)nc2c1,7.9,1.03
CCOc1ccc(N/C=C\C(=O)c2ccc3c(c2)OCO3)cc1,6.8,1.09
O=C(O)c1ccc(CP(=O)(c2ccccc2)c2ccccc2)cc1,-1.8,1.05
CC(=O)c1ccc(NC(=O)CN(c2cccc([N+](=O)[O-])c2)S(=O)(=O)c2ccccc2)cc1,14.0,0.995
CCOP(=O)(OCC)C(Nc1ccc(I)cc1)c1ccc(O)cc1 (stereo not drawn),7.6,0.897
CCOC(=O)CC(=O)CSc1nc(C)c2cc(OCC)ccc2n1,-3.4,0.856
CC(=O)Nc1ccc(NC(=O)c2cc(Cl)ccc2Cl)cc1,4.7,1.07
COc1cc(NC(=O)COc2cccc3ccccc23)cc(OC)c1,7.0,0.991
Cc1ccccc1NC(=O)CSc1ccc(Cl)cc1Cl,8.0,0.949
Cc1ccc(C(NC(=O)c2ccccc2)c2c(O)ccc3ccccc23)cc1 (stereo not drawn),10.6,0.954
COc1ccccc1NC(=O)CN1C(=O)c2ccccc2C1=O,-18.0,0.975
COC(=O)c1ccc(COc2ccc3c(oc(=O)c4ccccc43)c2C)cc1,-3.6,1.05
CCCc1nnc(NC(=O)CNc2ccc(F)cc2)s1,-4.5,0.914
Fc1ccc(Cc2cnc(Nc3ccc(F)cc3)s2)cc1,4.8,0.995
COc1ccccc1OCCCCOc1ccc(Cl)c(C)c1,5.6,0.918
CCOC(=O)c1ccc(-c2ccc(C(=O)Nc3ccc(-c4nc5ccccc5s4)c(O)c3)o2)cc1,-5.3,0.993
C=CCn1c(-c2cccc(Br)c2)n[nH]c1=S,2.7,1.03
CCOC(=O)C1=C(O)/C(=C/c2ccc(Cl)cc2)SC1=Nc1ccc(C)cc1,-1.4,0.814
CC(C)(C)c1ccc(/C=N\N=C2\NC(=O)C(CC(=O)O)S2)cc1 (stereo not drawn),-0.3,1.04
O=C(Nc1cccc(Cl)c1)C1CC1(c1ccccc1)c1ccccc1 (stereo not drawn),11.5,0.993
Cc1ccc(OCC(=O)Nc2ccccc2-c2ccccc2)cc1,16.7,0.945
Cc1ccc(OCC(=O)Nc2ccccc2[N+](=O)[O-])c(C)c1,1.3,0.934
COc1cc(/C=C2\C(=O)NC(=O)N(c3ccc(Cl)cc3)C2=O)c([N+](=O)[O-])cc1OC,18.2,1.13
CCOc1ccc(C(=O)Nc2ccc(O)c(-c3nc4ccccc4s3)c2)cc1Br,-14.1,1.04
CCN(CC)c1ccc(NC(=O)c2cccc(OC)c2)cc1,8.2,0.878
CCc1ccc(C(=O)/C=C/c2cn(-c3ccccc3)nc2-c2cccnc2)cc1,4.6,1.09
CCCNC(=O)c1ccccc1C(=O)NCCC,2.6,0.966
CCOC(=O)c1ccc(Nc2nc3nonc3[nH]c2=O)cc1,3.5,0.984
Cn1c(=O)n(CCOc2ccc(Br)cc2)c2ccccc21,13.9,0.955
Cc1cccc(N2C(=O)CSC2=O)c1,5.0,1.03
Cc1ccccc1N1CCN(C(=S)c2ccccc2)CC1,14.8,0.986
CC(=O)Oc1ccc2c(C)c(C)c(=O)oc2c1,6.4,1.06
COc1ccc(/C=C2\SC(N3CCN(C(=O)CCCN4C(=O)/C(=C/c5cccs5)SC4=S)CC3)=NC2=O)cc1,3.8,1.08
Cc1ccc(C)n1/N=C1/NC(=O)CS1,90.0*,0.966
CC(=O)NCCN=Cc1c(O)[nH]c2ccccc12,-1.6,1.1
COC(=O)CN1C(=O)/C(=C/c2ccccn2)SC1=S,5.1,1.02
Cc1ccc(NC(=O)C2CCCN2S(=O)(=O)c2ccc(C)cc2)cc1 (stereo not drawn),8.5,1
CN1C(=O)/C(=C/c2cc(Br)c(Br)o2)SC1=S,10.9,1.07
O=C(N1CCN(C(=O)C23CC4CCC(CC(C4)C2)C3)CC1)C12CCC3CC(CC(C3)C1)C2,2.2,1.06
Cc1ccc(OCC(=O)Nc2sc3c(c2C(N)=O)CCC(C)C3)c(C)c1 (stereo not drawn),-14.0,1.05
O=C(NCc1cccnc1)c1cccc(F)c1,4.8,1
Cc1ccccc1Cn1c(-c2nonc2N)nc2ccccc21,13.0,0.946
COc1ccc(C(=O)NC2CCSC2=O)cc1[N+](=O)[O-] (stereo not drawn),-1.3,1.03
Cc1nn2c3ccccc3n(C)c2c1C(=O)/C=C/c1ccccc1F,4.8,1.03
Cc1ccc(OCC(=O)Nc2cc([N+](=O)[O-])ccc2Cl)cc1,19.2,1.03
O=S(=O)(N=C(Nc1cccc(O)c1)c1ccccc1)c1ccccc1,4.2,0.872
CCOC(=O)c1[nH]cnc1C(=O)Nc1ccccn1,-1.3,0.994
Oc1ccc(Br)cc1CN1CCN(C2CCN(Cc3ccccc3)CC2)CC1,-2.8,1
COC(=O)C1=C(C)N(C)C(C)=C(C(=O)OC)C1c1cc(OC)c(OC)c(OC)c1,-9.3,1.05
COc1ccc(N(CC(=O)Nc2cccc(Br)c2)S(C)(=O)=O)cc1,15.5,1.08
N#CCC(=O)N/N=C\c1ccc(O)cc1O,10.9,1.08
O=C1CC(c2ccccc2)CC2=C1C(c1cc([N+](=O)[O-])ccc1Cl)Nc1ccccc1N2 (stereo not drawn),2.3,1.01
COc1cc(/C(O)=C(\C#N)c2nc3ccccc3n2C)cc(OC)c1OC,40.5,1.13
COc1cc(/C=C2/SC(=S)N(CC(=O)Nc3ccccc3C(=O)O)C2=O)cc(OC)c1OC,9.9,1.02
COCCNC(=O)CN(c1ccc(OC)cc1)S(C)(=O)=O,1.7,1.01
CC(C)(C)NC(=O)CN(c1cccc(C(F)(F)F)c1)S(C)(=O)=O,1.6,1.05
N/C(=N/OC(=O)c1ccccc1I)c1ccccn1,11.0,1.05
Cc1ccc(-c2nc3ncccc3o2)cc1N,2.8,0.975
O=C(COc1ccc2ccccc2c1)N1CCN(c2ccccn2)CC1,7.3,1.05
# The list continues.
SMILES,NS3h inh CB,Cy5 interf NS3h
COC(=O)c1cccc(N2C(=O)c3ccc(Oc4ccc(NC(C)=O)cc4)cc3C2=O)c1,-25.3,1.27*
O=C(COCC(=O)N1CCOCC1)NCC(=O)N1CCOCC1,-8.2,1
O=S(=O)(Nc1nc2ccccc2nc1N1CCCCC1)c1ccccc1,9.1,0.939
COc1ccc(CC(=O)Nc2ccc(Br)cc2C(=O)O)cc1,1.2,1.02
N#C/C(=C\c1ccc(-c2cc(Cl)ccc2Cl)o1)C(=O)N1CCOCC1,11.6,1.08
COC(=O)c1ccccc1NC(=O)CN(c1ccc(OC)cc1)S(C)(=O)=O,8.1,1.02
O=C(Nc1ccc2nn(-c3cccc([N+](=O)[O-])c3)nc2c1)c1cccs1,26.7,1.02
CN1CCN(C(=O)c2cnn3c2NC(c2ccc(Br)cc2)CC3C(F)(F)F)CC1 (stereo not drawn),1.7,1.04
COC(CNS(=O)(=O)c1ccc(Cl)cc1)c1ccccc1 (stereo not drawn),19.9,1.02
Cc1cccc(/C(N)=N\OC(=O)c2ccccc2Br)c1,3.3,1.12
COc1cc([N+](=O)[O-])ccc1NS(=O)(=O)c1ccc(F)cc1,28.1,1
CCCCn1ccc(=O)c2c(C(F)(F)F)nccc21,-0.3,0.986
Cc1sc(NC(=O)CN2CCOCC2)c(C(=O)c2ccccc2)c1C,6.2,0.918
Cc1ccc(C(C)C)c(OCC(=O)Nc2cccc3nsnc23)c1,14.0,0.956
N#C/C(=C\c1ccco1)c1nc(-c2ccc(Cl)c(Cl)c2)cs1,-0.7,1.08
COc1cc(C2C(C#N)=C(N)Oc3c2[nH]c(=O)[nH]c3=O)cc(OC)c1OC (stereo not drawn),-0.7,1.09
O=C1C(Cl)=C(NCc2ccccc2)C(=O)N1c1cccc(Cl)c1Cl,14.8,1.01
COc1ccccc1C(NC(=O)C(C)C)c1ccc2cccnc2c1O (stereo not drawn),-4.9,1.07
COC(=O)C1=C(C)N(c2ccc(C)cc2)/C(=C\c2ccc(OCC(=O)Nc3ccccc3)cc2)C1=O,1.5,1.08
CCN(C1=C(Cl)C(=O)N(c2ccccc2)C1=O)c1ccccc1,4.1,0.969
CS(=O)(=O)N1CCN(Cc2ccc([N+](=O)[O-])cc2)CC1,3.6,1.13
CC(C)COc1ccc(C(=O)Nc2cc([N+](=O)[O-])ccc2Cl)cc1,0.3,0.656*
COc1ccc(N2C(=O)S/C(=C/c3ccc(OC)c(OC)c3)C2=O)cc1,9.6,1
COc1ccc(S(=O)(=O)N(CC(=O)Nc2ccc(C)c(C)c2)c2ccc(C)cc2)cc1OC,8.2,0.999
O=C1NC(=O)N(c2ccccc2)C(=O)/C1=C\c1ccc(OCCOc2ccccc2)cc1,10.9,0.94
CCOC(=O)Cc1cc(-c2ccc(OC)cc2)nc2ccc3ccccc3c12,-2.8,1.02
O=C1CCN(C(=O)c2ccccc2)c2cc3ccccc3cc21,0.3,1.1
CC(C)Oc1ccc(C(=O)Nc2cccc3c2C(=O)c2ccccc2C3=O)cc1,4.5,1.14
COc1ccc(-c2nnnn2C)cc1S(=O)(=O)Nc1ccc(Br)cc1,6.1,0.931
CCOc1nc(-c2ccccc2)c2cc(Br)ccc2n1,6.5,1.01
COc1cc2c(cc1OC)C(C)N(C(=O)C1(c3ccccc3)CCCC1)CC2 (stereo not drawn),1.3,0.937
O=C(O)C(Cc1ccccc1)N1C(=O)/C(=C/c2ccc(Br)cc2)SC1=S (stereo not drawn),4.8,0.986
Cn1nc(-c2ccc(Br)cc2)cc1N,-5.5,0.943
O=C(O)CCCN1C(=O)c2cccc3cccc(c23)C1=O,3.2,1.08
Cn1ccnc1/C=C(/OC(=O)c1ccccc1)c1ccccc1,3.2,1.01
CCC(=O)Nc1ccc2oc(-c3cccnc3)nc2c1,3.7,0.99
O=C1ON=C(c2ccccc2)/C1=C\c1ccc(OCc2ccccc2)cc1,40.1,1.03
O=C1OC(COc2ccccc2)CN1c1ccc(Cl)c(Cl)c1 (stereo not drawn),4.0,1.11
O=C(CCCOc1ccc(Cl)cc1Cl)Nc1ncn[nH]1,1.3,0.965
O=C(COc1ccccc1Cl)Nc1nc(-c2ccccc2)cs1,12.5,1.01
CCOC(=O)c1c(C)n(C)c2cc(Br)c(O)c(CN(C)C)c12,-1.9,1.06
COc1ccc(N(CC(=O)Nc2cccc(C(F)(F)F)c2)S(=O)(=O)c2ccccc2)cc1,-5.0,1.03
O=C(Nc1nnc(C23CC4CC(CC(C4)C2)C3)s1)c1ccccc1F,11.6,1.08
O=C(CN1C(=O)c2ccccc2C1=O)N1CCN(c2ccccc2Cl)CC1,4.7,1.08
COc1ccc(N=Cc2ccc(O)c(OC)c2)cc1,10.6,0.8*

# Full records, quoted from the list. Screens in order: NS3h inh CB, Cy5 interf NS3h
# Cn1ccnc1/C=C(/OC(=O)c1ccccc1)c1ccccc1 in the list: 3.2, 1.01
# CCOC(=O)c1c(C)n(C)c2cc(Br)c(O)c(CN(C)C)c12 in the list: -1.9, 1.06
# O=C(O)CCCN1C(=O)c2cccc3cccc(c23)C1=O in the list: 3.2, 1.08
# O=C(CN1C(=O)c2ccccc2C1=O)N1CCN(c2ccccc2Cl)CC1 in the list: 4.7, 1.08
# O=C1OC(COc2ccccc2)CN1c1ccc(Cl)c(Cl)c1 (stereo not drawn) in the list: 4.0, 1.11

# (list continues)
SMILES,NS3h inh CB,Cy5 interf NS3h
O=S1(=O)CC=C(CSc2nc3ccccc3[nH]2)C1,1.6,1.07
CCOc1ccc(N(CC(=O)OC)S(=O)(=O)c2ccc(C)cc2)cc1,12.9,0.894
O=C1c2ccc(-c3nc4ccccc4c(=O)o3)cc2C(=O)N1c1ccc(Cl)cc1,9.0,1.06
CS(=O)(=O)c1ccc2nc(NC(=O)c3ccc(Cl)c(Cl)c3)sc2c1,-25.7,0.712*
Cc1c(NC(=O)CC2CCC2)c(=O)n(-c2ccccc2)n1C,1.9,1.06
